Compound activity: PubChem, The Scripps Research Institute Molecular Screening Center
M1 PAM parental: nonselective calcium activators in parental CHO-K1 cells, primary screen, counter-screen for M1 PAM project, cell-based, Fluo-8 calcium fluorescence, full deck, 1536-well; ATP EC20; 0% at ATP EC20, 100% at ATP max; hit rate 0.02% among 360,000; activation, % at 3 µM; AID 602247, 2012;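 active = activation above the run cutoff, the mean activation of all test compounds plus 3 SD, cut at about 40% in these data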;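 also: peak over basal fluorescence ratio in a 140 s read after ATP addition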
TAAR1 agonist: human TAAR1 agonists, primary screen, Fluo-8 calcium fluorescence, CHO RD-HGA16 cells; Trace amine-associated receptor 1 (Homo sapiens), Q96RJ0; activation, % at 3 µM; vehicle wells 0%, saturating PEA agonist 100%; hit rate 0.99% among 360,000;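 active = activation above the mean activation of all test compounds in the run plus 3 SD, cut at about 38% in these data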
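Repeats: no replicates (n 1) | Material: CHO-derived RD-HGA16 cells with stable Gα16 and human TAAR1 | Technique: Kinetic Fluo-8 calcium fluorescence | Schedule: 17-24 h seeding, 75 min 37 °C dye, 30 min RT | Evaluation: % activation from peak over basal fluorescence ratio, DMSO-to-PEA scaled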
CHRM1 agonist: human M1 muscarinic receptor agonists, primary screen, Fluo-8 calcium fluorescence, CHO-K1 cells, HTS | AID 588814, 2011 | hit rate 0.33% among 360,000 | activation, % at 3 µM | Muscarinic acetylcholine receptor M1 (Homo sapiens), P11229 | CHO-K1 hM1, agonist mode; 0% DMSO, 100% acetylcholine EC100;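 active = activation above the run's mean compound activation plus 3 SD, cut at about 16% in these data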;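 also: peak over basal fluorescence ratio within a 140 s kinetic read after compound addition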
Target sequence (P11229 whole entry, looked up): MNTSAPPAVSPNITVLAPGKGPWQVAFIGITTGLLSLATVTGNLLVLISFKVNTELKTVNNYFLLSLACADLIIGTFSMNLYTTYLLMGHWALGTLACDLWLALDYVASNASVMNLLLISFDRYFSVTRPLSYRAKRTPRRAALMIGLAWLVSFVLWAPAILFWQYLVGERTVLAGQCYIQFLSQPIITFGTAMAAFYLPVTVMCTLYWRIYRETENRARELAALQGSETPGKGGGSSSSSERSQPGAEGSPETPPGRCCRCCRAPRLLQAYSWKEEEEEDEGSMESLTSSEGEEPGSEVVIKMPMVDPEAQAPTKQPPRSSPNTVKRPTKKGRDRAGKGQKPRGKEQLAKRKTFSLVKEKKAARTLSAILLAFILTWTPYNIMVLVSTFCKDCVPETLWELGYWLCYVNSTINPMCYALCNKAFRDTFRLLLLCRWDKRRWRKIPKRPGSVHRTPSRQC
M1 antag: human M1 muscarinic receptor antagonists, primary screen, CHO-K1 cells, Fluo-8 calcium fluorescence, 1536-well; CHO-K1 hM1, ACh EC80 antagonist; AID 588852, 2011; inhibition, % at 3 µM; hit rate 1.3% among 360,000; Muscarinic acetylcholine receptor M1 (Homo sapiens), P11229;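 active = percent inhibition above its own plate's cutoff, namely the mean of that plate's compound wells plus 3 SD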;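 also: peak over basal fluorescence ratio during 140 s after agonist addition; 0% = ACh EC80 plus DMSO and 100% = DMSO alone without agonist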
CHO-K1 Ca antag: nonselective inhibitor or artifact in parental CHO-K1 cells; hit rate 0.6% among 360,000; inhibition, % at 3 µM; ATP-induced calcium, Fluo-8 fluorescence;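 active = inhibition above a per-plate cutoff, the plate's mean sample inhibition plus 3 SD, cut at about 24% in these data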;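 also: 0% = DMSO plus EC80 ATP and 100% = DMSO alone without ATP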
M1 ag parental: counter-screen for M1 agonists: effect in parental CHO-K1 cells. Fluo-8 calcium fluorescence; scaled to maximal ATP response, vehicle zero. activation, % at 3 µM. hit rate 0.48% among 360,000; in the data active = activation above about 15%;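 also: untransfected CHO-K1 host cells lacking M1 receptor as counterscreen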
CHO parental Ca: ATP-evoked calcium signal inhibitors, parental CHO, primary screen, counter-screen for OX1R antagonist project, cell-based, fluorescence, Fluo-8 calcium dye; AID 463079, 2010; parental CHO-K1, ATP-induced calcium, Fluo-8 fluorescence; hit rate 0.63% among 330,000; inhibition, % at 5.6 µM;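 active = inhibition above that plate's mean sample inhibition plus 3 SD, cut at about 26% in these data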;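 also: 0% = ATP-challenged DMSO wells and 100% = DMSO wells without ATP; some compounds past the cut are filed as inactive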
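test system = CHO parental line | reagent = ATP stimulus | measured by = intracellular calcium via Fluo-8 no-wash fluorescent dye | control set = ATP and no-ATP DMSO wells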
TAAR1 antag: human TAAR1 antagonists, primary screen, Fluo-8 calcium fluorescence, CHO RD-HGA16 cells. hit rate 1.5% among 360,000. AID 624466, 2012. inhibition, % at 3 µM. Trace amine-associated receptor 1 (Homo sapiens), Q96RJ0. antagonist;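 active = inhibition above a per-plate cutoff, the mean inhibition of test compounds on that plate plus 3 SD, cut at about 49% in these data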;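 also: 0% = DMSO plus EC80 beta-PEA response and 100% = DMSO alone without agonist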
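System: CHO RD-HGA16 cells bearing hTAAR1. Reagent: EC80 β-phenethylamine stimulus. Schedule: seeding 17-24 h prior, 75-min 37 °C, 30-min RT dye loading. Signal: Fluo-8 intracellular calcium dye fluorescence, real-time kinetic reads. Read-out: % inhibition from peak post-agonist over basal fluorescence ratio. Benchmarks: vehicle wells and EC80 agonist wells. Replicates: n of 1.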
OXTR potentiate: human OXTR potentiators, primary screen, fluorescence, CHO-OTR cells, Fluo-8 calcium. Oxytocin receptor (Homo sapiens), P30559. Fluo-8 calcium fluorescence, potentiator mode; 0% = oxytocin EC15, 100% = EC100. activation, % at 3 µM. hit rate 0.061% among 320,000. AID 2445, 2010;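 active = activation above that plate's cutoff, the mean activation of tested compounds plus 3 SD, cut at about 6.6% in these data, passing the limit was not always enough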;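 also: 100% uses oxytocin at 75 nM as the full agonist control; some results filed as inactive read as strong as hits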
Target sequence (P30559 whole entry, looked up): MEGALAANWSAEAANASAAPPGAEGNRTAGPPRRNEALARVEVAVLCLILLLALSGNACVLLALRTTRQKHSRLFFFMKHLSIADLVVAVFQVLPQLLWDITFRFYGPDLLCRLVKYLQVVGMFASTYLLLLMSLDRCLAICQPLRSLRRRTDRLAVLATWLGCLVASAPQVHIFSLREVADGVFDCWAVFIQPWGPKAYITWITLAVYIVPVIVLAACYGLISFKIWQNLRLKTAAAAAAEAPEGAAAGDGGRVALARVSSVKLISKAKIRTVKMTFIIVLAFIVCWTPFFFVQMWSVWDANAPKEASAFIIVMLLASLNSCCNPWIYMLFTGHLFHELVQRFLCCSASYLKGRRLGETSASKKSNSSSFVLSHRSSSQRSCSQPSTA
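Assay system: CHO cell line stably expressing human OTR. Reagent: EC15 oxytocin agonist. Dosing: single dose, 3.0 µM nominal final compound concentration. Timing: compound 6 min at room temperature before oxytocin, 100 s read. Signal: kinetic Fluo-8 calcium fluorescence. Controls: oxytocin EC15 low and EC100 high.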
Starred values were filed as active, the others as inactive; · = not tested or not shown. Random draw from the library; any-hit rate near 4.2%.

smiles	M1 PAM parental	TAAR1 agonist	CHRM1 agonist	M1 antag	CHO-K1 Ca antag	M1 ag parental	CHO parental Ca	TAAR1 antag	OXTR potentiate
Cc1ccc2oc(-c3ccccc3)c(C(=O)O)c(=O)c2c1	12.1	14.8	-4.5	-15.7	-6.6	-0.5	-12.6	11.2	-3.5
C[C@H](NC(=O)C1(c2ccccc2)CCN(C(=O)OC(C)(C)C)CC1)C(=O)N[C@@H](C(=O)O)c1ccccc1	8.1	0.0	-1.7	-0.6	4.7	0.1	-8.3	-4.8	-1.8
CC[C@@H](CC1CCCCC1)C(=O)N(Cc1ccccc1)c1ccccc1	14.2	13.4	-5.4	-11.4	-20.0	0.3	-20.8	14.3	-3.2
COC(=O)C1=C[C@@H](C(=O)OC)[C@@H]2C3=C(C(=O)[C@@]2(C)NC(=O)c2ccccc2)[C@H](c2ccccc2)[C@@H]2C(=O)NC(=O)[C@@H]2[C@@H]3C1	-1.6	5.6	-2.3	5.5	10.4	-0.3	-8.4	6.0	-2.4
CN(C)C1CN(Cc2cn(Cc3ccc(F)cc3)nn2)S(=O)(=O)C1 (stereo not drawn)	19.2	1.2	·	·	-15.5	0.8	·	11.1	·
COC(=O)C(NC(=O)CSc1nc(N)cc(=O)[nH]1)c1ccccc1 (stereo not drawn)	14.4	11.2	-3.0	-5.5	-14.0	0.4	-8.7	-10.1	-5.3
NS(=O)(=O)c1ccc(N/N=C/c2ccccc2Br)cc1	3.6	0.9	-3.5	-4.1	-1.7	0.1	10.7	40.0	-20.1
O=C(COC(=O)c1ccc(F)c(S(=O)(=O)N2CCOCC2)c1)Nc1ccc2[nH]c(=O)[nH]c2c1	-1.0	6.2	-2.7	6.1	2.8	-0.7	3.0	-25.1	-8.4
COc1ccc(C(=O)CN2CCN(CCN3C(=O)c4cccc5cccc(c45)C3=O)CC2)cc1	7.5	7.4	-5.2	33.8	-14.5	1.1	-23.2	-8.9	-4.4
CC(C)(C)C(=O)Nc1ccc(C(=O)OC2CCCCC2)cc1	11.9	·	-7.7	-0.4	0.3	1.5	-14.4	·	-4.0
Cc1cc(C(=O)N/N=C\c2ccc(COc3ccc([N+](=O)[O-])cc3)o2)ccc1[N+](=O)[O-]	4.1	13.6	-3.4	4.4	-8.8	0.8	-0.5	54.5*	-10.6
O=C(COC(=O)c1ccc(CNS(=O)(=O)c2ccc(F)c(Cl)c2)cc1)NC1CCCCCCC1	2.8	1.5	-9.2	3.5	10.2	0.0	-11.8	-5.9	-7.9
Oc1ccc(N2CCN(c3ccnc4cc(Cl)ccc34)CC2)cc1	-14.3	0.4	-6.2	6.0	-3.0	0.6	-10.5	1.9	-4.9
ClC(Cl)(Cl)c1nc2ccccc2n2nncc12	15.2	1.0	-11.2	0.6	-15.8	2.3	-6.4	-24.1	-1.2
O=S(=O)(c1ccc(F)cc1)c1nc(-c2ccccc2F)oc1N1CCCCC1	14.5	15.3	-1.5	-10.3	-12.0	0.7	-17.4	3.3	-7.6
COc1ccc(CC(=O)N(C)CC(=O)Nc2ccccc2Cl)cc1S(=O)(=O)N1CCOCC1	4.6	5.1	-3.4	-2.2	6.8	-0.2	-12.6	-7.5	-2.2
Cc1nc(NS(=O)(=O)c2ccccc2)sc1C(C)(C)C	11.4	-0.8	-10.5	1.3	1.0	0.7	-3.9	-8.5	-0.4
COc1ccc(-c2cn3c(C)c(C(=O)N4CCN(c5ccccc5F)CC4)sc3n2)cc1	9.5	1.6	-5.7	-5.8	-5.2	1.6	-15.1	-6.7	-2.2
C=CSc1sc(Cl)c(N(CC)CC)c1[N+](=O)[O-]	9.7	1.1	-7.7	-6.9	-9.4	-0.2	1.2	2.2	-0.1
COc1ccc(C(CNC(=O)c2cc3ccccc3o2)N2CCCCC2)cc1 (stereo not drawn)	18.1	0.0	-8.3	1.5	-12.3	0.0	-23.1	-3.3	-2.6

smiles	M1 PAM parental	TAAR1 agonist	CHRM1 agonist	M1 antag	CHO-K1 Ca antag	M1 ag parental	CHO parental Ca	TAAR1 antag	OXTR potentiate
CCN(CC)CCn1c(N)cc(=O)[nH]c1=O	22.5	2.5	-5.6	-9.8	-3.0	-0.2	-4.4	-7.4	0.3
O=C(O)C1Oc2cc3ccccc3cc2O1	-4.8	0.4	-4.6	-5.5	8.6	0.1	1.1	-11.5	-7.5
CCN(CC)CCCN(Cc1cc2cc3c(cc2[nH]c1=O)OCCO3)C(=O)Nc1ccccc1	-6.1	-2.5	-5.3	-3.2	5.4	-0.1	-1.6	6.2	-0.8
N#CCN1CCCC(C(N)=O)C1 (stereo not drawn)	9.7	0.8	-2.6	13.5	-1.9	5.0	-0.5	-21.4	-8.1
COCOCCn1cc(CN2CCS(=O)(=O)N(Cc3ccc(-c4cccc(CO)c4)cc3)C(CC(C)C)C2=O)nn1 (stereo not drawn)	4.6	7.5	-3.3	3.2	0.0	1.7	·	7.7	·
COc1ccc2[nH]cc(C(=O)CN3CCN(C4CCCCC4)CC3)c2c1	15.2	0.8	-4.6	-3.0	-8.3	-0.5	-17.7	3.5	-5.8
CN(C)c1ccc(/C=N/NC(=O)c2ccnn2C)cc1	20.4	9.4	-2.9	-13.3	-16.9	0.8	3.5	4.2	-3.1
COc1ccccc1CN1C[C@@H]2C[C@@H](c3[nH]c4ccc(C)cc4c3C)N3CCC[C@@]23C1=O	28.1	10.2	-2.5	-6.2	-18.9	0.6	-24.8	-24.4	-17.6
Cc1ccc(NC(=O)c2cc([N+](=O)[O-])ccc2NCc2cccnc2)cc1Cl	-6.1	-0.2	-3.7	-3.7	14.3	-0.4	-7.1	23.7	-0.1
CCOC(=O)c1ccc(-n2c(CCC(=O)O)ccc2-c2ccccc2)cc1	5.9	-0.7	-4.2	-0.4	-18.7	1.5	-16.2	-14.4	3.9
CC(=O)N(C)c1ccc(NC(=O)Cc2cccc3ccccc23)cc1	-1.8	0.0	-2.9	-0.5	0.0	0.7	-11.9	-30.9	-12.1
CC1CCCN(C(=O)CSc2nnc(-c3cccnc3)n2C2CCCCC2)C1 (stereo not drawn)	30.0	8.0	-5.7	-7.0	-18.4	1.9	-8.0	9.6	-3.5
CS(=O)(=O)c1ccccc1C(=O)Nc1cccc2ncccc12	-6.3	-2.2	-2.4	1.7	-6.8	0.3	2.0	-10.2	-0.8
C[C@@H](NC(=O)c1nc[nH]c1C(=O)NC1CCN(C(=O)OC(C)(C)C)CC1)c1ccccc1	-2.6	9.1	-4.6	4.7	3.4	-0.7	-19.8	-2.6	2.0
O=C(CN1C(=O)NC(Cc2c[nH]c3ccccc23)C1=O)Nc1cccc(S(=O)(=O)N2CCOCC2)c1 (stereo not drawn)	22.6	2.0	-6.3	-6.6	-15.1	0.6	-13.2	-17.4	-7.4
Cc1cccc(NC(=O)c2cc(-c3ccco3)nc3ccccc23)n1	7.1	17.8	-3.1	2.8	6.8	1.3	-6.5	54.9*	-8.3
COCC(C)n1c(C)cc(C(=O)COC(=O)C2=NN(c3ccccc3)C(=O)CC2)c1C (stereo not drawn)	7.3	·	-6.8	-3.5	-5.4	1.0	-17.1	·	-16.1
Cc1ccccc1OCC(=O)Nc1ccc2c(c1)n(C)c(=O)n2C	12.2	4.5	-3.5	-1.1	-4.2	6.5	-14.2	-13.8	-21.7
COc1ccc(C(=O)Nc2ccc(S(=O)(=O)Nc3cnc4ccccc4n3)cc2)cc1	2.0	0.8	-0.9	-15.2	-7.7	-0.2	-0.5	11.3	-3.2
COc1ccc(N2CCN(C(=O)CN(C)S(=O)(=O)c3ccc4c(c3)c(=O)n(C)c(=O)n4C)CC2)cc1	-1.6	-1.7	-11.0	-1.5	-9.9	0.1	-9.0	5.1	-9.2

smiles	M1 PAM parental	TAAR1 agonist	CHRM1 agonist	M1 antag	CHO-K1 Ca antag	M1 ag parental	CHO parental Ca	TAAR1 antag	OXTR potentiate
O=C(NC1CCCCC1)c1cccnc1Sc1ccccc1	-5.8	3.8	-1.2	-12.1	-20.6	0.0	-7.5	-16.6	-6.7
c1ccc2c(c1)C(=NC1CCCCC1)NC2=NC1CCCCC1	20.8	83.2*	2.3	8.6	-6.1	8.3	-15.8	18.4	-12.5
Cc1ccc(-c2csc(NC(=O)C[n+]3cc(-c4ccc(C)cc4)n4c3CCC4)n2)cc1	4.5	16.1	-8.6	-7.4	-8.5	-0.7	-16.9	-4.4	-5.0
CC(=O)N1CCOc2ccc(S(=O)(=O)NC[C@H]3O[C@@H](n4ccc(N)nc4=O)[C@H](O)[C@@H]3O)cc21	7.4	1.0	-1.6	-5.0	2.5	2.3	·	-4.1	·
CC(C)NC(=O)CSc1nc2ccccc2n1-c1ccccc1	-3.0	3.5	-6.3	-10.3	-20.9	-0.3	-16.3	-10.9	-3.8
OCCC1CN(CCCc2ccccc2)CCN1Cc1ccc(F)cc1 (stereo not drawn)	2.4	3.6	-10.8	-6.1	1.1	1.0	-12.2	-24.7	0.1
COC(=O)c1[nH]c2ccc(C)cc2c1NC(=O)CN1CCN(c2ccccc2)CC1	6.5	17.0	-1.8	10.1	2.1	2.1	-8.0	37.6	-13.0
O=C(COC(=O)COc1ccccc1)Nc1ccc(Cl)cn1	12.8	-2.9	-3.7	5.1	-4.5	-0.1	-14.4	-9.0	-6.5
CC(=NNc1nc2ccccc2s1)c1ccncn1	13.2	34.0	-0.1	-4.8	19.5	9.3	·	63.6*	·
COc1ccc(OC)c(NC(=O)CCc2nnc3ccc(NCc4ccco4)nn23)c1	11.8	0.2	-2.7	5.1	-10.1	1.3	-14.6	-14.7	0.6
CCCN(CC(=O)Nc1ccccc1OC)C(=O)c1ccc(=O)[nH]c1	14.9	1.0	1.6	-22.6	-17.4	0.6	6.9	-26.9	-13.8
